Screening data as filed in PubChem BioAssay.
Growth percent in the NCI-60 one-dose screen (48 h, 10 µM unless noted): 100 = growth as untreated, 0 = no growth, -100 = all killed.
A549/ATCC = A549/ATCC NSCLC. actives 3.7% (n = 81,000)
HOP-62 = HOP-62 NSCLC. AID 1794735. actives 3.9% (n = 80,000)
CCRF-CEM = CCRF-CEM leukemia; actives 7% (n = 77,000); AID 1794778
HOP-92 = HOP-92 NSCLC cells | actives 6.3% (n = 71,000)
M14 = M14 melanoma; actives 6.2% (n = 80,000); AID 1794745
RPMI-8226 = RPMI-8226 leukemia cells | actives 7.5% (n = 77,000) | AID 1794781
EKVX = EKVX NSCLC; actives 3% (n = 71,000)
MOLT-4 = MOLT-4 leukemia cells; actives 6.9% (n = 80,000)
Active calls of the source: *; . = not tested or not shown. The calls were made as follows: active = growth percent below 10; inactive = the rest.

SMILES	A549/ATCC	HOP-62	CCRF-CEM	HOP-92	M14	RPMI-8226	EKVX	MOLT-4
Clc1cc2nc3c(nc2cc1Cl)-c1cccc2cccc-3c12	103	72	107	74	80	.	71	.
CSc1nc(N)c(N=Nc2ccc(S(=O)(=O)Nc3nnc(C)s3)cc2)c(=O)[nH]1	115	104	128	108	101	132	155	106
CCN1CCN(C(=O)[C@]23CCC(C)(C)C[C@@H]2C2=CC[C@@H]4[C@@]5(C)CCC(=O)C(C)(C)[C@@H]5CC[C@@]4(C)[C@]2(C)CC3)CC1	46	79	37	45	57	9.9*	63	10
CCCCOC(=O)N1CCCCC1C (configuration not stated)	102	111	95	102	102	109	113	104
CCOC(=O)c1[nH]cc(-c2ccccc2)c1-c1cc(OC)c2c(c1OC)OCO2	102	105	100	78	89	98	98	102
O=C(O)c1cccc2c1Cc1cc([N+](=O)[O-])ccc1-2	107	105	.	82	110	100	62	94
Cc1ccc(C(=O)NCCCNc2nccc(-c3c(-c4cccc(F)c4)nc4sccn34)n2)cc1	74	118	55	151	82	73	92	.
O=NN(CCCl)C(=O)Nc1cc2c3ccccc3ccc2c2ccccc12	67	107	93	74	83	68	.	45
O=C(c1ccccc1)c1ccc2nc(-c3ccccc3Cl)[nH]c2c1	106	108	108	119	96	103	101	104
Cc1ccc(C(=O)Nc2cc(-n3ccnc3C)cc(C(F)(F)F)c2)cc1C#Cc1cnc2cccnn12	11	-7.6*	5.0*	-32*	-20*	-15*	3.8*	4.2*
Brc1ccccc1-c1cn2c(ccc3ccccc32)n1	102	66	99	96	90	107	57	118
CCNC(=NCCCN(C)C)N/C(N)=N/c1nc2ccccc2s1	90	82	82	58	97	97	91	95
O=C(N=Nc1c(O)[nH]c2ccccc12)Nc1ccc(C(F)(F)F)cc1	103	95	100	58	96	97	87	93
Nc1nc(-c2nnc(Nc3ccccc3)s2)cs1	98	99	96	97	97	106	.	90
COc1cc(C2c3cc4c(cc3C(O)C(CO)C2CO)OCO4)cc(OC)c1OC (configuration not stated)	47	41	16	65	23	30	7.6*	17
O=C(Nc1cccc(NC(=O)c2cc(S(=O)(=O)Nc3cccc(Cl)c3)c(O)c(O)c2O)c1)c1cc(S(=O)(=O)Nc2cccc(Cl)c2)c(O)c(O)c1O	100	98	95	127	102	95	95	94
Cc1ccc(-c2cnc3sc4c(-c5ccccc5)n[nH]c(=O)c4n23)cc1	103	105	96	107	101	102	98	84
CC(C)(C)CC(N)=O	98	89	102	104	92	107	.	108
COc1ccc(-c2cn(-c3cccc(C(=O)/C=C/c4cc(OC)c(OC)c(OC)c4)c3)c(=O)[nH]2)cc1	46	229	6.1*	-3.4*	.	-46*	6.7*	3.8*
Nc1nc(SCc2ccccc2)cc(SCc2ccccc2)n1	104	98	80	.	110	.	97	96
CN(C)CCCn1c2nc(=O)[nH]c(=O)c-2nc2cc(Cl)c(Cl)cc21	99	117	46	88	51	74	103	65
O=C1NC(=S)NC(=O)C1=Cc1ccc(OCC(=O)N2CCCCC2)cc1	94	96	111	108	111	109	100	106
Nc1n[nH]c(CCCO)c1-c1nc2ccccc2s1	104	97	101	116	112	108	82	98
Cc1nn(CC(O)c2ccccc2)c(N)c1C(=O)N/N=C\c1ccc(OC(F)F)c(OCc2ccccc2)c1 (configuration not stated)	80	97	83	96	100	69	94	65
COCCNC(=O)Nc1ccc(C)cc1	101	111	89	.	118	106	.	118
COc1ccc2c(c1)[nH]c1c(/C=C/c3ccccc3)nccc12	87	72	65	.	71	25	62	48
O=C(Sc1ccccc1C(=S)S)c1ccccc1	100	95	89	106	98	91	108	84
COc1cc(/C=C2\SC(=S)N(/C=C/c3nc4ccccc4[nH]c3=O)C2=O)cc(OC)c1OC	67	66	92	53	75	86	85	91
O=C(/C=C/c1cccc(F)c1)c1cccc(OCCCOc2cccc(C(=O)/C=C/c3cccc(F)c3)c2)c1	70	132	37	115	92	-16*	47	56
CCn1c(N/N=C\c2ccc(F)cc2)nc2c1c(=O)n(C)c(=O)n2C	99	98	99	96	96	108	99	95
O=C(NN(C(=O)c1ccccc1)c1ccccc1)c1ccccc1	101	104	82	101	107	95	98	105
CCCCCC#Cc1ccc(C(=O)c2c(CCCC)oc3ccc([N+](=O)[O-])cc23)cc1	98	99	92	105	86	86	84	88
O=C(c1ccccc1)c1ccc(O)c(O)c1O	113	106	.	66	106	95	89	104
CN(C)CCCOS(=O)C(c1ccccc1)c1ccccc1 (configuration not stated)	95	93	103	87	101	101	102	97
C/C1=C\CC[C@@]2(C)O[C@H]2[C@H]2OC(=O)[C@@H](C)[C@@H]2CC1	96	104	104	101	99	102	95	101
CC(C)[C@@]12C[C@@H](OC(=O)C3CO3)[C@@](C)(O1)[C@@H]1CC[C@@H](C)[C@H]1[C@@H]2OC(=O)/C=C/c1ccccc1 (some centres not stated)	76	77	88	.	101	89	82	80

A different layout for part of the listing above:
SMILES | A549/ATCC | HOP-62 | CCRF-CEM | HOP-92 | M14 | RPMI-8226 | EKVX | MOLT-4
O=C(Sc1ccccc1C(=S)S)c1ccccc1 | 100 | 95 | 89 | 106 | 98 | 91 | 108 | 84
CN(C)CCCOS(=O)C(c1ccccc1)c1ccccc1 (configuration not stated) | 95 | 93 | 103 | 87 | 101 | 101 | 102 | 97
COc1cc(/C=C2\SC(=S)N(/C=C/c3nc4ccccc4[nH]c3=O)C2=O)cc(OC)c1OC | 67 | 66 | 92 | 53 | 75 | 86 | 85 | 91
O=C(/C=C/c1cccc(F)c1)c1cccc(OCCCOc2cccc(C(=O)/C=C/c3cccc(F)c3)c2)c1 | 70 | 132 | 37 | 115 | 92 | -16* | 47 | 56
CC(C)[C@@]12C[C@@H](OC(=O)C3CO3)[C@@](C)(O1)[C@@H]1CC[C@@H](C)[C@H]1[C@@H]2OC(=O)/C=C/c1ccccc1 (some centres not stated) | 76 | 77 | 88 | . | 101 | 89 | 82 | 80
CCn1c(N/N=C\c2ccc(F)cc2)nc2c1c(=O)n(C)c(=O)n2C | 99 | 98 | 99 | 96 | 96 | 108 | 99 | 95

The list goes on.
SMILES	A549/ATCC	HOP-62	CCRF-CEM	HOP-92	M14	RPMI-8226	EKVX	MOLT-4
O=C(c1ccccc1)c1cccc(C(Br)Br)c1	87	87	103	.	72	84	107	82
Cc1ccnc(NS(=O)(=O)c2ccc(N=Nc3ccc(O)c4ncccc34)cc2)n1	93	107	75	.	87	84	.	88
N#Cc1ccc(Oc2ccc(C#N)c(C#N)c2)cc1C#N	99	92	.	105	91	119	103	111
C=C1CC[C@@H]2[C@](C)(COC(C)=O)[C@H](OC(C)=O)CC[C@@]2(C)[C@@H]1CC(NCc1cccc(Cl)c1)C1=CCOC1=O (some centres not stated)	54	56	42	66	55	27	78	22
N#Cc1c(N2CCOCC2)nc2n(c1=O)-c1ccccc1Sc1ccccc1-2	96	.	88	96	95	92	102	71
Nc1nc(Cl)ncc1[N+](=O)[O-]	100	109	91	.	95	85	99	82
Cc1cc(=O)n2[nH]nnc2n1	99	102	.	.	99	.	99	74
CC(=O)NC(NC(C)=O)c1cccnc1	108	104	.	71	98	.	95	102
O=C1OC(c2ccccc2)=N/C1=C\c1ccc(Cl)cc1Cl	97	108	101	.	99	106	.	101
CCn1c(Cc2ccccc2Nc2c(Cl)cccc2Cl)nnc1SCC(=O)Nc1cccc(OC)c1	66	94	73	.	76	63	78	54
C[C@H]1CC[C@H]2O[C@]2(C)CC/C=C\CC(=O)C1	90	88	119	94	94	100	95	110
O=S(=O)(Oc1ccc(-c2cn3ccsc3n2)cc1)c1ccc(Cl)c(C(F)(F)F)c1	97	103	106	99	103	99	106	96
O=C(c1ccccc1)c1ccc2ccccc2c1	95	107	.	95	109	100	.	98
O=C1c2ccccc2CCC1[n+]1ccccc1 (configuration not stated)	75	85	64	89	98	102	102	80
COc1cc(C2NCCc3cc4c(cc32)OCO4)cc(OC)c1OC (configuration not stated)	100	90	98	76	101	105	100	100
O=c1c(I)c[nH]cc1I	104	101	106	108	108	104	117	106
COc1ccc(Nc2ncc(Br)c(NCCCNC(=O)c3cccs3)n2)cc1	43	23	16	30	50	27	56	20
COc1ccc2c(c1)=C(c1sc(Nc3nc(C)c(C(C)=O)s3)nc1O)C(=O)N=2	88	133	93	114	89	73	96	94
Cc1nc2ccc(Cl)cn2c1-c1nnc(SCc2ccccc2)o1	93	83	119	78	95	100	77	98
COc1cc2oc(-c3cccc(NC(=O)CN)c3)cc(=O)c2c(OC)c1OC	102	118	104	119	116	109	100	117
CCCCC(=O)OCCCc1ccccc1	72	89	95	86	93	.	97	103
CC(=O)Nc1c(Cl)cc(Cl)c2c1Cc1cc(Cl)ccc1-2	81	114	67	75	.	91	82	83
O=C(CCc1nnc(SCc2ccccc2)s1)c1nc2ccccc2[nH]1	86	105	68	.	108	83	94	70
CC(=O)OC1C=CC(OC(C)=O)O1 (configuration not stated)	103	.	77	.	89	92	99	90
CCC(C)(O)C#CC(C)(O)CC (configuration not stated)	97	96	100	113	101	100	.	104
CCCCCCNC(=O)Oc1ccc(/C(=C(\C)c2ccccc2)c2ccc(OCCN3CCCCC3)cc2)cc1	64	75	61	64	-23*	40	78	44
CCC/C=C/C=N/N1C(=S)N(Cc2ccccc2)[C@]23OC(N)=C(C#N)[C@]12C(=O)c1ccccc13	61	71	59	78	60	51	54	61
c1ccc(CCCCc2ccc3ccccc3n2)cc1	99	.	100	.	98	103	98	97
Cc1nc2c3c(-c4ccccc4)c(-c4ccccc4)oc3ncn2n1	101	91	97	82	102	93	89	90
NC(=O)N1N=C(c2ccccc2)CC1c1cn(-c2ccccc2)nc1-c1ccccc1 (configuration not stated)	90	93	91	93	101	78	79	76
Cc1ccc(NC(=O)NC2OC(=O)c3ccccc32)cc1 (configuration not stated)	110	104	116	.	104	117	106	93
COc1ccccc1NC(=O)c1ccccc1C	98	94	130	107	103	113	92	115
O=[N+]([O-])c1c(S(=O)(=O)O)cc2cc(S(=O)(=O)O)ccc2c1[N+](=O)[O-]	99	109	107	103	100	109	101	94
COc1cc(-c2cnc3nonc3n2)c(OC)c2c1OCO2	94	101	85	98	107	66	.	84
N#Cc1ccc(OC(=O)Nc2c(Br)cc(Br)cc2Br)cc1	102	.	.	.	97	96	.	95
CCC(=O)OC1=C(C)SC2=NC(c3ccc(N)cc3)=CC(c3ccc(OC)cc3)N21 (configuration not stated)	88	110	90	86	101	80	.	87
COc1ncnc2c(CN3CCN(Cc4ccccc4)CC3)c[nH]c12	97	99	102	.	106	94	97	96
CC1(C)O[C@@H]2C[C@H]3[C@@H]4CC=C5C[C@@H](O)CC[C@]5(C)[C@H]4CC[C@]3(C)[C@]2(C(=O)CO)O1	106	106	92	.	106	99	113	97
CC(C)CSc1nc(NCCc2c[nH]c3ccccc23)c(C#N)c(-c2ccccc2)n1	67	69	30	62	75	36	40	31
C/C(=N\N)c1nnn(-c2ccc(Cl)cc2)c1C	100	102	102	105	112	108	102	103
Cc1nc(Nc2ccc(F)cc2)nc(Nc2ccc(F)cc2)c1[N+](=O)[O-]	76	52	94	43	.	81	72	112
N/C(=N\C(N)=N\c1nc2ccccc2s1)c1ccc(Cl)cc1	21	1.1*	58	85	88	57	60	74
CCOC(=O)C=C1C=CN(CC(=O)c2ccc(Br)cc2)C=C1	94	94	113	99	105	113	94	106
CN1CN(C)CN(C)C1	.	105	.	.	98	95	.	106
Cc1ccc(-c2cc3c(cc2O)C2CCCCC2(N2CCOCC2)O3)cc1 (configuration not stated)	96	110	.	86	93	96	107	84
CC1=NN(c2ccccc2)C(=O)C1N=Nc1ccccc1O (configuration not stated)	97	105	94	94	108	87	101	82
COc1cc(/C=N/NC(=O)COc2ccc(NC(=O)Nc3ccc(Cl)cc3)cc2)cc(OC)c1OC	100	103	104	106	112	102	102	90
Cn1c(=S)sc2ccc3ccccc3c21	92	.	97	.	120	132	47	.
CNc1nc2c(s1)C(c1ccc(F)cc1Cl)CC(=O)N2 (configuration not stated)	96	88	100	87	99	99	97	99
CNC(=O)c1cc(Oc2ccc3nc(NC(=O)Nc4cc(C(F)(F)F)cc(C(F)(F)F)c4)sc3c2)ccn1	-71*	-70*	7.3*	-55*	-39*	-14*	-19*	0.8*
COC(=O)NNc1ccc([N+](=O)[O-])cc1	77	74	94	87	91	98	93	93
C#CCn1c(CO)ccc1CNc1ccccc1OC	106	104	101	104	107	111	110	108
C=C1CCC(C(C)C)C2C1C1CC(C)(O)C3CCC(C)(O3)C2O1 (configuration not stated)	103	115	107	84	109	.	92	106
O=c1oc2ccc3ccccc3c2cc1-c1cc(-c2ccc(-c3cc(-c4cc5c(ccc6ccccc65)oc4=O)nc(-c4cc5c(ccc6ccccc65)oc4=O)c3)cc2)cc(-c2cc3c(ccc4ccccc43)oc2=O)n1	101	104	84	91	102	95	104	91
CNC(=S)Nc1ccc(S(=O)(=O)Nc2ccc(Cl)nn2)cc1	102	97	104	98	.	103	101	104
Cc1cc(Nc2ccc(OCc3ccccc3)cc2)nc2cc(O)ccc12	67	58	8.3*	16	40	6.6*	.	26
CCC(=O)Oc1c(Cl)cc(Cl)cc1-c1ccccc1	87	112	103	65	114	99	110	102
COc1ccc(S(=O)(=O)NCCCNc2nccc(-n3ccc4cccnc43)n2)cc1	83	109	90	81	-14*	.	87	77

Full records as entered above. Screens in order: A549/ATCC | HOP-62 | CCRF-CEM | HOP-92 | M14 | RPMI-8226 | EKVX | MOLT-4
Brc1ccccc1-c1cn2c(ccc3ccccc32)n1 reads 102 | 66 | 99 | 96 | 90 | 107 | 57 | 118
COc1ccccc1NC(=O)c1ccccc1C reads 98 | 94 | 130 | 107 | 103 | 113 | 92 | 115
CCC(=O)Oc1c(Cl)cc(Cl)cc1-c1ccccc1 reads 87 | 112 | 103 | 65 | 114 | 99 | 110 | 102
